STAT1 activator – STAT1 signaling activators, primary screen, cell-based, HTS, luciferase reporter; 200,000 tested, 2.6% active; NIH 3T3 STAT1-luciferase reporter, IFN-gamma, luminescence; 100% = IFN-gamma alone, no compound; activation (% of control), % at 5.5 µM;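 active = activation above the screen-wide mean activation plus 3 SD, cut at about 130% in these data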;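 note: raw ratio to IFN-gamma control signal so 100% means no change and 0% no light; values of inactives mirror those of a sister screen read the other way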
APP 5'UTR act – activators of APP 5'UTR luciferase reporter, primary screen, SH-SY5Y cells; activation, % at 2 µM; 190,000 tested, 1% active; SH-SY5Y APP 5'UTR luciferase reporter, luminescence; zero percent = DMSO vehicle wells;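 active = activation above a set limit, based on mean plus 3 SD of controls, cut at about 140% in these data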; note: values of inactives mirror those of a sister screen read the other way
HMGR II inh – inhibitors of E. faecalis class II HMGR, primary screen, biochemical, Enterococcus faecalis; HMG-CoA reductase (Enterococcus faecalis, mvaE); purified E. faecalis HMGR, NADPH absorbance 340 nm kinetic; inhibition, % at 10 µM; 190,000 tested, 0.41% active;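 active = inhibition above a set limit, the median over all tested compounds plus 3 SD, cut at about 9.5% in these data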;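 note: enzyme runs in reverse so mevalonate oxidation gives rising NADPH absorbance; 0% = complete reaction with DMSO and 100% = background rate lacking mevalonate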
STAT3 blocker – IL-6 driven STAT3 reporter inhibitors, primary screen, U3A cells, luciferase, luminescence, MLSCN library | AID 862, 2007 | IL-6 STAT3-luciferase reporter; host cell line lacks STAT1 | 190,000 tested, 0.89% active | inhibition, % at 5.5 µM;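 active = inhibition above the mean inhibition across all screened compounds plus 3 SD, cut at about 44% in these data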;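 note: 0% = DMSO only wells and 100% = 100 µM nifuroxazide control wells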
STAT1 inh – STAT1 signaling inhibitors, primary screen, cell-based, HTS, luciferase reporter; NIH 3T3 STAT1-luciferase reporter, IFN-gamma, luminescence; inhibition, % at 5.5 µM; 200,000 tested, 0.35% active;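 active = inhibition above a set limit, the mean inhibition across all tested compounds plus 3 SD, cut at about 34% in these data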;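 note: 0% = IFN-gamma with DMSO and 100% = IFN-gamma with 300 µM nifuroxazide; values of inactives mirror those of a sister screen read the other way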
Hsp70 act – Hsp70 transcriptional activators, primary screen, cell-based, HeLa, Hsp70 promoter luciferase, luminescence, 10 µM; HeLa Hsp70 promoter luciferase reporter; scaled: vehicle 0, proteasome-inhibitor control 100%; activation, % at 10 µM; 200,000 tested, 0.04% active;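 active = activation above the mean across all tested compounds plus 3 SD, cutoff set per campaign, cut at about 5.5% in these data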;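 note: 100% = MG132 at 30 µM as the positive control and 0% = DMSO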
TLR4-MyD88 BLA – inhibitors of TLR4-MyD88 association in cells, primary screen, cell-based, HeLa CL3-4, BLA complementation, FRET ratio. 200,000 tested, 0.18% active. inhibition, % at 8.4 µM. Toll-like receptor 4 (Homo sapiens) + Myeloid differentiation primary response protein …. HeLa CL3-4 TLR4/MyD88 BLA complementation; in the data active = inhibition above about 25%;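 note: 0% = vehicle and 100% = reference inhibitor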
Target sequence (O00206 whole entry, looked up): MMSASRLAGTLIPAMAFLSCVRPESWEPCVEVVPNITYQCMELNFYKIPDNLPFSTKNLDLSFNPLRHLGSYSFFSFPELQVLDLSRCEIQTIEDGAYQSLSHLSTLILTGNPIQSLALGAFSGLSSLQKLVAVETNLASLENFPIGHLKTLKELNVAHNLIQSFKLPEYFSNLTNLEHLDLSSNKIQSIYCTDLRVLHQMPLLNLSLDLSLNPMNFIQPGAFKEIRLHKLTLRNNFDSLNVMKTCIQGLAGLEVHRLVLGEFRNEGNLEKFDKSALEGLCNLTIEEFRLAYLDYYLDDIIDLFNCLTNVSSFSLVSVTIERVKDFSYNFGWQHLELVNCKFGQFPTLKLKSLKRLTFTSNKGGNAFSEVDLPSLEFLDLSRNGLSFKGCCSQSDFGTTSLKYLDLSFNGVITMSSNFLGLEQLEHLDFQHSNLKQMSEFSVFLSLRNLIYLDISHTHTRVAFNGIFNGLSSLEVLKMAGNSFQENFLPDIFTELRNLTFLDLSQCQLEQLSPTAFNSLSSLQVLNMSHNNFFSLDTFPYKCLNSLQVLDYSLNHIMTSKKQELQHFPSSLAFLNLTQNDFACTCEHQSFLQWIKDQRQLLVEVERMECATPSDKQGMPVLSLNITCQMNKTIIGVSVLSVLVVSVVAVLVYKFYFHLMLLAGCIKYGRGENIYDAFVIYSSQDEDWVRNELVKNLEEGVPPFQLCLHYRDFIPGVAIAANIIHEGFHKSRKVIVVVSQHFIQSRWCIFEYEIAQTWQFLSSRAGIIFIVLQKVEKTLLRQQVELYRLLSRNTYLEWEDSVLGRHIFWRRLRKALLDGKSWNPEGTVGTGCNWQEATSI
Target sequence (Q99836 whole entry, looked up): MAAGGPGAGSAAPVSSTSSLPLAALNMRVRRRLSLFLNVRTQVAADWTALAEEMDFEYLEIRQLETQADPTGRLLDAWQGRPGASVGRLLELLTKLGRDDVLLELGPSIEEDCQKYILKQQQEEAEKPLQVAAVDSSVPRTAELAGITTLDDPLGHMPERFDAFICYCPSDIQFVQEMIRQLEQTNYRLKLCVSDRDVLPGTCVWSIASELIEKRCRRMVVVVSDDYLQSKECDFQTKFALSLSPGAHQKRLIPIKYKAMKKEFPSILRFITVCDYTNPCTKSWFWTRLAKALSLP
Redox H2O2 prof – compounds producing H2O2 with reducing agent – biochemical, NIH compound library profiling, artefact control for MLSCN library redox annotation, primary screen; DTT-dependent redox cycling H2O2, phenol red/HRP absorbance; 100% = 100 µM peroxide control, 0% = buffer; activation, % at 10 µM; 200,000 tested, 0.03% active; AID 878, 2007;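 active = activation of at least 50% relative to the plate's high and low controls in the primary single-dose screen; inactive = activation below 50%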;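 note: compound incubated with DTT at 0.8 mM final as the reducing agent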
NF-kB expr up – activators of NF-kB expression in neurons, primary screen, cell-based, HTS; fold change at 12.5 µM; 190,000 tested, 1.6% active; human neuronal cells, NF-kB reporter expression; hits give high values; in the data active = fold change above about 3.3
STAT3 act – IL-6 driven STAT3 reporter potentiators, primary screen, U3A cells, luciferase, luminescence, MLSCN library | IL-6 STAT3-luciferase reporter; 100% = signal with IL-6 EC80 alone | AID 871, 2007 | activation (% of control), % at 5.6 µM | 190,000 tested, 0.91% active;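 active = activation above the screen-wide mean of compound activation plus 3 SD, cut at about 130% in these data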;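 note: 0% = background luminescence of wells with medium and substrate only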
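Test system: STAT3-luciferase reporter U3A cells; Detection: reporter luminescence signal; Times: 1 h compound pre-exposure, 6 h IL-6 stimulation, 37 °C; Benchmarks: IL-6-only high control; Also added: IL-6 stimulus at 33 ng/mL final.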
Starred values were filed as active, the others as inactive; / = not tested or not shown. Outcome played no part in choosing rows; about 5.6% have a hit in one of these screens.

The line under a structure holds: STAT1 activator	APP 5'UTR act	HMGR II inh	STAT3 blocker	STAT1 inh	Hsp70 act	TLR4-MyD88 BLA	Redox H2O2 prof	NF-kB expr up	STAT3 act
CCOc1ccccc1NC(=O)COC(=O)C(CC)c1ccccc1 (configuration not stated)
→ 100.1	-6.8	0.4	1.1	-1.5	-0.3	2.0	0.1	1.01	106.0
Cc1ccccc1C(=O)Nc1ccc(N2CCOCC2)nc1
→ 109.1	13.1	0.5	26.7	-9.9	-0.3	-17.8	-8.6	1.35	79.7
COC(C)(C)[C@H](O)COc1c2ccoc2cc2oc(=O)ccc12
→ 110.8	-3.6	0.6	2.7	-11.8	-0.2	-0.2	0.7	1.48	95.4
Cc1ccc(/C=N/c2sc3c(c2C#N)CCCCC3)o1
→ 138.7*	18.9	-0.6	14.2	-42.6	0.2	0.2	0.0	0.95	92.3
O=C(Oc1ccc(Br)cc1C(=S)N1CCCC1)c1ccccc1Cl
→ 88.6	7.5	-2.9	9.9	12.7	-0.2	-3.3	0.4	0.97	101.2
C=CCOC(=O)C1=C[C@@H](c2ccccc2)C[C@@H](OCc2ccc(CO)cc2)O1
→ 99.6	-13.2	-6.7	/	1.9	-0.3	-23.6	1.1	1.11	/
Cc1ccc(S(=O)(=O)N(C)C)cc1NC(=O)COC(=O)c1ccc2c(c1)OCO2
→ 101.7	7.6	0.8	6.9	-1.9	0.3	-6.9	0.1	0.95	96.1
COc1cc(OC)cc(C(=O)N[C@@H](CCSC)c2nc3ccccc3[nH]2)c1
→ 93.5	15.0	-2.6	2.4	6.9	-0.2	-16.6	0.0	1.11	99.6
COc1ccc(C(=O)NC(=S)NCCO)cc1Br
→ 104.8	4.9	-8.9	11.0	-5.3	-0.1	4.7	-3.1	1.2	96.3
Cc1ccccc1Cn1ccc(-c2ccc(Cl)cc2)c(C#N)c1=O
→ 88.1	-23.4	-1.5	-12.8	13.2	-0.1	-3.9	2.8	1.09	115.4
Cc1ccc(Nc2c(-c3ccc(N4CCOCC4)cc3)nc3ncccn23)c(C)c1
→ 105.5	5.1	-4.2	-3.0	-6.0	-0.1	12.9	0.7	0.47	102.5
Cc1cc(-c2n[nH]c(=S)n2Cc2ccco2)n(C)n1
→ 100.5	-4.5	-0.9	-7.6	-0.5	0.0	5.9	-0.4	1.01	105.3
O=C1N=C(N2CCc3ccccc3C2)S/C1=C\c1cccc(O)c1
→ 92.0	27.5	6.0	1.7	8.8	-0.2	10.3	0.1	1.85	101.2
COc1ccc(C(=O)NCC(=O)OCC(=O)N2CC(C)CC(C)C2)cc1 (configuration not stated)
→ 98.0	-2.7	-1.3	-4.0	-4.9	-0.4	1.7	0.1	1.13	104.3
Cc1ccc(/C=N/NC(=O)CSc2nc3ccccc3n2Cc2ccc(Cl)cc2)o1
→ 93.3	-1.4	-0.8	-9.1	9.4	-0.3	-10.1	-0.3	0.81	105.2

Reprinted at random: three records from the list, in no set order.
The line under a structure holds: STAT1 activator	APP 5'UTR act	HMGR II inh	STAT3 blocker	STAT1 inh	Hsp70 act	TLR4-MyD88 BLA	Redox H2O2 prof	NF-kB expr up	STAT3 act
Cc1cc(-c2n[nH]c(=S)n2Cc2ccco2)n(C)n1
→ 100.5	-4.5	-0.9	-7.6	-0.5	0.0	5.9	-0.4	1.01	105.3
COc1ccc(C(=O)NC(=S)NCCO)cc1Br
→ 104.8	4.9	-8.9	11.0	-5.3	-0.1	4.7	-3.1	1.2	96.3
O=C(Oc1ccc(Br)cc1C(=S)N1CCCC1)c1ccccc1Cl
→ 88.6	7.5	-2.9	9.9	12.7	-0.2	-3.3	0.4	0.97	101.2

New compounds follow.
The line under a structure holds: STAT1 activator	APP 5'UTR act	HMGR II inh	STAT3 blocker	STAT1 inh	Hsp70 act	TLR4-MyD88 BLA	Redox H2O2 prof	NF-kB expr up	STAT3 act
Cc1nc(N2CCCCC2)sc1C(=O)c1cccc([N+](=O)[O-])c1
→ 118.5	38.7	-0.4	-6.7	-21.9	-0.1	5.1	-0.7	1.53	110.0
COCC(C)n1c(C)cc(C(=O)Cn2nc(C(=O)O)c3ccccc3c2=O)c1C (configuration not stated)
→ 110.7	10.8	-5.7	16.4	-9.5	-0.2	10.1	-0.1	0.71	90.0
COc1cccc(-c2nn(C)c3sc(C(=O)NCc4ccco4)cc23)c1
→ 94.3	-10.3	-0.5	13.7	7.4	-0.1	19.8	-2.4	0.4	92.2
COc1ccc(OC)c(-c2cc(C(=O)Nc3c(C)nn(Cc4ccccc4)c3C)no2)c1
→ 105.1	17.3	-6.4	18.2	-5.7	0.1	4.9	0.0	0.55	85.1
COc1ccc(C(O)c2nc3ccccc3n2C)cc1OC (configuration not stated)
→ 90.7	-3.5	4.3	27.6	10.5	-0.4	-6.1	0.3	0.78	81.4
O=C(CSc1nc2ccc(NC(=O)CSc3nnnn3Cc3ccccc3)cc2s1)Nc1ccccc1
→ 91.2	-2.1	-7.4	23.0	5.1	-0.6	4.5	1.0	1.27	83.7
COc1ccc(O)c(/C=N/N=C2/C(=O)Nc3ccccc32)c1
→ 108.5	-27.1	0.9	9.5	-10.7	-0.1	6.7	-2.0	1.12	97.5
O=C(Nc1nc2c(s1)CCCC2)c1ccc(Br)s1
→ 165.9*	146.1*	-6.0	20.6	-73.9	-0.2	-3.1	-1.4	6.08*	86.2
N/C(Cc1ccc([N+](=O)[O-])cc1)=N\OC(=O)COc1cccc2ccccc12
→ 97.9	9.4	-11.8	-0.2	2.4	-0.1	-1.7	-3.4	1.07	106.8
O=c1c[n+]([O-])c2ccccc2n1OCc1c(F)cccc1F
→ 104.4	2.2	-4.1	8.8	-4.8	-0.3	-2.1	1.2	1.02	92.0
CC(=O)CC1(O)C(=O)N(CN2CCN(c3ccccc3)CC2)c2ccccc21 (configuration not stated)
→ 98.8	8.2	-0.1	-23.2	1.3	-0.5	-24.9	0.8	1.14	129.4
CN(c1ccccc1)C(c1ccc(F)cc1)c1nnnn1CC1CCCO1 (configuration not stated)
→ 94.7	-0.5	-2.1	2.2	5.7	-0.5	-7.1	-4.7	1.11	97.7
Cc1cc(C)c(C(=O)/C=C/C=C/c2ccccc2)c(=O)[nH]1
→ 95.3	3.9	-3.1	0.0	5.3	-0.4	12.0	0.1	1.31	100.7
CCOC(=O)CC1C(=O)NCCN1S(=O)(=O)c1ccccc1Cl (configuration not stated)
→ 104.4	3.7	-5.0	3.4	-4.9	0.2	14.3	1.9	1.02	106.9
O=C(CN1C(=O)NC2(CCCCCC2)C1=O)N1CCN(S(=O)(=O)c2ccc(Cl)cc2)CC1
→ 94.2	6.5	-2.8	1.2	6.5	-0.3	11.9	-9.0	1.02	101.3
CNc1ccc(Br)cc(C(=O)/C=C/c2ccc3c(c2)OCO3)c1=O
→ 112.4	2.8	-3.4	-2.2	-13.5	0.0	-6.5	-3.9	1.12	106.3
CCc1ccc(-c2nc(CN3CCCC(C(=O)O)C3)c(C)o2)cc1 (configuration not stated)
→ 90.1	-2.5	-0.5	1.2	11.1	-0.2	-11.8	-0.2	1.21	103.4
CCCCn1nnnc1SCC(=O)N1CCN(C(=O)c2ccco2)CC1
→ 102.9	13.6	-1.2	8.1	-3.2	-0.3	5.0	2.2	1.01	98.0
O=C(c1cccc(Cl)c1)N1CCC(N2CCC(C(=O)N3CCOCC3)CC2)CC1
→ 99.6	-0.3	-0.5	-2.9	-1.3	-0.2	-0.4	-1.1	1.14	107.1
CCCCCCCCCC(=O)NNC(=O)c1c(O)c2ccccc2n(CCC)c1=O
→ 101.7	8.3	0.6	-0.2	-1.1	-0.1	-4.8	-0.4	1.02	100.7
O=C(NC1CCCCCC1)C1c2ccccc2C(=O)N1Cc1ccco1 (configuration not stated)
→ 102.6	4.3	0.6	5.8	-2.9	0.3	-3.0	0.8	1.3	99.2
CCN(CC)CC(=O)Nc1ccc2c(c1)N(C(=O)CN(CC)CC)c1ccccc1CC2
→ 95.9	/	1.5	-0.4	4.5	-0.3	7.7	-0.1	0.72	106.5
N=C1S/C(=C\c2ccccc2)C(=O)N1c1ccc(F)cc1
→ 109.4	-9.7	2.4	20.3	-10.5	-0.3	2.6	0.2	0.94	84.6
O=C(CN1CCN(c2ncccn2)CC1)Nc1ccccc1C(F)(F)F
→ 98.3	-6.9	-2.1	6.8	0.9	-0.1	1.8	-0.4	0.66	100.2
Cc1cc(C)n(CC(O)Cn2c3ccccc3c3ccccc32)c(=O)n1 (configuration not stated)
→ 90.0	-13.2	-1.6	10.6	11.0	-0.3	-5.0	-0.5	0.84	95.4
CCOC(=O)c1sc(NC(=S)NC(=O)CC(C)C)cc1C
→ 118.1	11.2	-4.0	12.8	-19.9	0.2	5.3	0.2	1.81	95.4
CC(C)Cn1c(=O)c2c(nc3n2CCCN3CCc2ccccc2)n(C)c1=O
→ 95.4	0.2	-3.2	24.6	5.0	-0.6	6.1	2.6	0.37	84.4
COc1ccc(NC(=O)N2CCCCC2)cc1
→ 100.4	0.5	-0.5	8.9	-0.4	-0.2	-9.3	-0.8	1.17	93.5
CCOC(=O)CCC(=O)OCC(=O)NC(C)C1CC2CCC1C2 (configuration not stated)
→ 98.3	4.8	-0.7	0.5	1.8	-0.2	3.3	0.1	1.07	103.3
COc1ccc2c(CC(=O)NCc3ccc4c(c3)OCO4)coc2c1
→ 95.2	5.7	-2.5	8.4	5.2	-0.5	6.5	-1.8	1.29	99.1
CCOc1ccc(CC(=O)Nc2nccs2)cc1OCC
→ 96.1	-17.5	-3.9	-1.6	2.1	-0.3	0.5	0.6	1.23	104.4
O=C(c1ccc(C(F)(F)F)cc1)C1CCCN(C(=O)c2cnccn2)C1 (configuration not stated)
→ 106.9	-13.9	2.6	-1.3	-9.6	-0.1	-11.2	-1.2	/	105.7
COc1ccccc1-c1cc(C(=O)Nc2ccc(F)cc2F)no1
→ 107.7	9.1	-2.1	10.3	-8.4	0.2	-10.2	0.7	1.27	95.6
COc1cccc(CNn2cnnc2)c1O
→ 99.0	-4.6	-0.9	-0.5	-0.4	0.0	-12.1	-0.4	1.01	102.0
COc1ccc(CNC(=O)C(NS(=O)(=O)c2ccc3c(c2)CCCN3C(C)=O)C(C)C)cc1 (configuration not stated)
→ 102.9	-12.2	-3.0	4.8	-3.2	-0.3	5.3	-1.5	1.14	102.2
N#CC(C#N)=c1ccc2c(c1)N1C3=C(CCCC3)CC3CCCCC31N=2 (configuration not stated)
→ 106.0	15.1	-1.9	-1.7	-6.5	-0.1	5.1	10.8	0.42	103.1
COc1ccc(-c2nc(N)n(C(=O)Cc3ccccc3)n2)cc1
→ 97.5	12.4	0.0	11.5	2.7	-0.6	-2.5	0.0	1.08	94.9
O=C(Cn1cnc2ccccc2c1=O)c1cccs1
→ 97.8	-2.6	-5.6	13.2	2.4	-0.2	-4.8	0.5	1.2	94.8

High-throughput results: PubChem, several laboratories
